# CSM14.1 death rescue: rescue of cells from ER stress-induced death, primary screen, 384-well, CSM14.1, thapsigargin, ATP luminescence (AID 1222); CSM14.1 thapsigargin-induced death rescue, ATP luminescence; higher % means a stronger effect; one-dose cellular ATP content (survival), % at 20 µM; EC50 in µM for titrated hits; 190,000 tested, under 10 active;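 active = EC50 below 50 µM in the dose-response confirmation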;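 also: death triggered by thapsigargin at about 15 µM added after 2 h compound pretreatment; cell ATP read after overnight thapsigargin exposure of roughly 18 to 22 hours; normalized against plate controls of thapsigargin alone and 5% DMSO vehicle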
# GPR55 beta-arrestin: GPR55 agonists via beta-arrestin recruitment, primary screen, imaging, U2OS cells, beta-arrestin-GFP redistribution (AID 1961). G-protein coupled receptor 55 (Homo sapiens). U2OS GPR55 beta-arrestin-GFP redistribution imaging; higher % means a stronger effect. activation, % at 10 µM, or EC50 in µM where a hit was titrated. 290,000 compounds, 0.048% hits;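 active = activation above 40% with more than 50 cells counted in the well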;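 also: U2OS osteosarcoma cells stably expressing GPR55 and beta-arrestin-GFP; plate controls were DMSO negative control for no effect and LPI positive control for full effect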
# KOR beta-arrestin-1: KOR agonists, beta-arrestin recruitment, primary screen, cell-based, luminescence, uHTS (AID 1777) | 280,000 compounds, 0.02% hits | activation, % at 10 µM, or EC50 in µM where a hit was titrated | KOR beta-arrestin recruitment, luminescence; higher % means a stronger effect | Kappa-type opioid receptor (Homo sapiens); in the data active = activation above about 50%, passing the limit was not always enough; also: a part of the inactive calls stands beside numbers as strong as those of hits
# HEK293 NOD2/NF-kB: NOD2 signaling inhibitors, cell-based, luminescence, uHTS, HEK293 (AID 1566). inhibition, % at 4 µM; hits with a dose series show EC50 in µM. 290,000 compounds, 0.63% hits. HEK293 NOD2/NF-kB luciferase reporter, luminescence; higher % means a stronger effect; also: many of its hits are not listed in these tables
# NTR1 agonist: agonists of NTR1, primary screen, imaging, U2OS cells, beta-arrestin-GFP, high content (AID 493036). Neurotensin receptor type 1 (Homo sapiens), P30989. NTR1-U2OS beta-arrestin-GFP spot imaging, agonist mode. activation, % at 20 µM. 330,000 compounds, 0.17% hits;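 active = activation at or above 40% of the spot to cytoplasm intensity ratio, with at least 20 cells analyzed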;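 also: 0% = DMSO without peptide and 100% = 100 nM NTR1 peptide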
# Target sequence (P30989 whole entry, looked up): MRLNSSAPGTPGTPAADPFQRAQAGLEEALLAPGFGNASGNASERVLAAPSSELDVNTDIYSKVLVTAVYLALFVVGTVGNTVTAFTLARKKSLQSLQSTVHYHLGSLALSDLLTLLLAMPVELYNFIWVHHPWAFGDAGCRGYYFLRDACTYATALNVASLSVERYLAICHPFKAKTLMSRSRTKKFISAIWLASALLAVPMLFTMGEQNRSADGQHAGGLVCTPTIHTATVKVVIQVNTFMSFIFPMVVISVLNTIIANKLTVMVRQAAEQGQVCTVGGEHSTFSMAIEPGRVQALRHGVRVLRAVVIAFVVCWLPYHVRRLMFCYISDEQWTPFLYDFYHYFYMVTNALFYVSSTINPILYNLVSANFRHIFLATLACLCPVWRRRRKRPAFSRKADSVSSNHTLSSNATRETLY
# Yfh1-off respiration: enhancers of respiration in Yfh1-depleted yeast, dose response, Friedreich's ataxia, plus single-dose screen (AID 1465); 220,000 compounds, 0.074% hits; fold induction at 50 µM, or EC50 in µM where a hit was titrated; S. cerevisiae Yfh1-off respiration, WST-1 reduction, 72 h; higher fold induction means a stronger effect;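 active = fold induction of absorbance versus untreated yeast above a set limit, then at least 30% activation at any dose in follow-up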;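 also: activators that raise dye reduction in frataxin-depleted yeast; strong numbers were not always called active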
# KOR beta-arrestin-2: KOR antagonists, beta-arrestin recruitment, cell-based, luminescence, uHTS (AID 1778); Kappa-type opioid receptor (Homo sapiens); KOR beta-arrestin recruitment, luminescence, antagonist mode; higher % means a stronger effect; inhibition, % at 10 µM; hits with a dose series show IC50 in µM; 290,000 compounds, 0.091% hits; also: strong numbers were not always called active
# NOD1 inhibition: NOD1 signaling inhibitors, primary screen, cell-based, luminescence, uHTS (AID 1578) | NOD1-driven NF-kB luciferase reporter cells, luminescence; higher % means a stronger effect | one-dose inhibition, % at 4 µM; EC50 in µM for titrated hits | 290,000 compounds, 1% hits; in the data active = inhibition mostly above about 36%, no sharp cut-off; inactive = mostly below about 34%;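 also: HEK-293T reporter cells stimulated with the NOD1 agonist gamma-tri-DAP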
# TNAP activation fold: human TNAP enzyme activators, primary screen, biochemical, luminescent, no phosphate acceptor, uHTS (AID 1001); 200,000 compounds, 0.03% hits; activation fold at 20 µM, or EC50 in µM where a hit was titrated; purified TNAP, luminescent activation assay, no phosphate acceptor; higher activation fold means a stronger effect; in the data active = activation fold from about 3, or a potency from the dose series; inactive = the rest, 99 in 100 with activation fold below about 1.6; also: many of its hits are not listed in these tables
# NTR1 agonist cell count 20 µM: also measured in NTR1 agonist; calls as there; cell count; measured here: cell count, cytotoxicity flag
# * hit, by the source's call; i = inactive; x = no result given; [ ] = remark or other dose. Rule as the data show it, unless noted: active = inhibition above about 50%; inactive = the rest.
SMILES,CSM14.1 death rescue,GPR55 beta-arrestin,KOR beta-arrestin-1,HEK293 NOD2/NF-kB,NTR1 agonist,NTR1 agonist cell count 20 µM,Yfh1-off respiration,KOR beta-arrestin-2,NOD1 inhibition,TNAP activation fold
O=C(Nc1ccccc1F)C1CCCN(S(=O)(=O)c2ccc(-n3cnnn3)cc2)C1 (stereo not drawn),x,0.1%,-3.5%,10%,-1.0,52,x,0%,-9%,x
Cc1ccc(S(=O)(=O)Nc2cc3c(cc2N2CCOCC2)n(C)c(=O)c(=O)n3C)cc1,x,-0.1%,-2.8%,17%,-0.1,43,x,0%,-11%,x
Cc1ccc(NC(=O)CCC(=O)NNC(=O)c2ccccc2[N+](=O)[O-])c(C)c1,1.6%,-0.5%,-0.7%,0%,-0.2,52,i,-38%,-46%,1.2
N#CNC(=Nc1cccc(C(F)(F)F)c1)SCc1ccc(C(=O)O)cc1,x,0.0%,0.8%,-1%,-0.2,66,i,-11%,-5%,x
CC(=O)Nc1ccc(S(=O)(=O)N2CCN(C(=O)c3ncoc3-c3ccc(F)cc3)CC2)cc1,x,-0.2%,-0.2%,19%,0.1,63,x,-28%,-10%,x
CCOC(=O)/C(C#N)=C\c1c(OCC)n(CC)c2ccccc12,-2.3%,-0.2%,-0.3%,19%,0.9,69,i,5%,-10%,1
COc1cccc(-c2ccc(NC(=O)C3CCCN(Cc4cnn(C)c4C)C3)cc2)c1 (stereo not drawn),x,0.3%,2.6%,-2%,-0.1,49,x,-49%,-16%,x
CCCN(CCC)CCCNC(=O)CC1Nc2ccccc2NC1=O (stereo not drawn),-0.9%,-0.1%,-1.2%,7%,-0.4,49,i,15%,-10%,1
CCSc1nnc(NC(=O)c2cc(C)oc2C)s1,2.8%,0.0%,4.4%,-65%,1.3,56,i,29%,-40%,1
COc1ccc(S(=O)(=O)N(C)c2ccc(C(=O)NCc3ccco3)cc2)cc1OC,x,0.0%,-2.0%,0%,1.7,72,x,15%,-28%,x
Cc1ccc(OCCCn2ccnc2)cc1C,-2.7%,-0.2%,-5.8%,-18%,0.3,47,i,17%,5%,1
O=C(Cc1c(Cl)cccc1Cl)OCC(=O)N1CCc2ccccc2C1,0.4%,-0.1%,2.0%,-11%,-0.5,41,i,15%,-31%,1.1
Cn1cc(S(=O)(=O)N2CCCC2)cc1C(=O)Nc1cccc(C(F)(F)F)c1,x,0.3%,0.0%,14%,0.9,80,x,-3%,-8%,x
COc1ccc(-c2ccc(=O)n(Cc3cc(=O)n4ccccc4n3)n2)cc1,-3.1%,0.7%,1.8%,8%,-0.1,46,i,9%,x,1.1
CC(=O)Nc1ccc(NS(=O)(=O)c2cc(Cl)sc2Cl)cc1,x,0.6%,0.8%,4%,1.7,53,x,-8%,-18%,x
C=C(C)Cn1c(N2CCN(CC)CC2)nc2c1c(=O)[nH]c(=O)n2C,0.6%,0.3%,2.5%,13%,-2.2,62,i,-34%,10%,1.2
COC(=O)c1ccc(/C=C/c2nc3ccccc3c(=O)[nH]2)cc1,x,-0.2%,-2.9%,-8%,-0.3,49,x,-8%,-43%,x
Cc1csc(=Nc2ccccc2)n1C,-1.2%,0.2%,-3.8%,7%,-0.7,74,i,-32%,-11%,1.1
Cc1ccc(-c2nnn(CC(=O)N(CC(=O)NC3CCCCC3)c3ccc(F)c(Cl)c3)n2)o1,0.1%,-0.2%,7.3%,-3%,2.9,35,i,36%,-5%,1
CCCCOC(=O)c1cc(=O)[nH]c2ccc(C)cc12,0.2%,-0.1%,-0.6%,3%,0.8,46,i,-69%[20 µM],-23%,1

# Full records, quoted from the list. Values in the order: CSM14.1 death rescue	GPR55 beta-arrestin	KOR beta-arrestin-1	HEK293 NOD2/NF-kB	NTR1 agonist	NTR1 agonist cell count 20 µM	Yfh1-off respiration	KOR beta-arrestin-2	NOD1 inhibition	TNAP activation fold
# CCSc1nnc(NC(=O)c2cc(C)oc2C)s1 is listed with 2.8%	0.0%	4.4%	-65%	1.3	56	i	29%	-40%	1
# COc1ccc(S(=O)(=O)N(C)c2ccc(C(=O)NCc3ccco3)cc2)cc1OC is listed with x	0.0%	-2.0%	0%	1.7	72	x	15%	-28%	x

# Next structures
SMILES,CSM14.1 death rescue,GPR55 beta-arrestin,KOR beta-arrestin-1,HEK293 NOD2/NF-kB,NTR1 agonist,NTR1 agonist cell count 20 µM,Yfh1-off respiration,KOR beta-arrestin-2,NOD1 inhibition,TNAP activation fold
CCC1CCCN1Cn1cnc2c([nH]c3ccc(OC)cc32)c1=O (stereo not drawn),0.6%,-0.1%,-4.7%,7%,-1.1,49,i,-12%,-4%,1.1
Cc1cccc(CC2S/C(=N/N=C/c3ccco3)NC2=O)c1 (stereo not drawn),1.6%,0.3%,-8.1%,2%,0.6,37,i,-6%,-23%,1.1
CSc1cc(-c2ccncc2)nc(-c2ccc(Cl)cc2)c1,x,-0.1%,-1.8%,14%,3.1,61,x,8%,-1%,x
OC(c1ccc(F)cc1)C(CN1CCOCC1)c1ccccc1 (stereo not drawn),x,-0.1%,2.1%,20%,-0.9,94,x,17%,-8%,x
CCN(CC)C(=O)c1sc(NC(=O)c2ccc(Br)o2)c(C(=O)OC)c1C,-1.0%,-0.2%,-8.7%,22%,4.1,94,i,32%,-11%,1.2
COc1ccc(C(=O)C/C(=C\C(=O)c2ccc(C)cc2)c2ccccc2)cc1,-0.7%,-0.1%,5.3%,33%,-0.7,83,i,21%,71%*,1.1
CN1CCN(c2oc(-c3ccccc3Cl)nc2S(=O)(=O)c2ccccc2)CC1,x,-0.1%,4.2%,17%,1.5,82,x,1%,1%,x
CCCCc1ccc(NC(=O)C2CCCO2)cc1 (stereo not drawn),-4.1%,-0.2%,-1.6%,-68%,0.6,46,i,-42%,-33%,1
NC(=O)C1CCCCc2c1[nH]c1ccc(Cl)cc21 (stereo not drawn),x,1.1%,0.9%,11%,6.4,79,x,-10%,-2%,x
O=C(NC1CCCC1)C(c1ccc(F)cc1)N(C(=O)c1csnn1)C1CC1 (stereo not drawn),x,-0.1%,0.1%,12%,-2.2,55,x,18%,-37%,x
CC1(C(=O)O)CCC(C(=O)NNC(=O)c2ccccc2O)C1(C)C (stereo not drawn),x,0.6%,1.6%,9%,-0.3,95,x,3%,-12%,x
COc1ccc(CNC(=O)C23CC4CC(CC(Br)(C4)C2)C3)cc1,x,-0.1%,-1.0%,20%,-0.3,31,x,-24%,4%,x
Cc1cc(C(=O)CN2C(=O)NC(Cc3c[nH]c4ccccc34)C2=O)c(C)n1C (stereo not drawn),0.9%,0.3%,15%,-10%,-2.6,80,i,19%,-17%,1
CCOc1cc(C)c(Cl)cc1S(=O)(=O)N(CC)CC,-2.4%,-0.1%,5.1%,-15%,1.8,38,i,4%,-19%,1.1
O=C(O)C1C2CCC(O2)C1C(=O)Nc1cccc(Cl)c1 (stereo not drawn),x,-0.4%,-1.0%,18%,-0.4,62,x,-51%[20 µM],-21%,x
CN(C)CCCN(C(=O)c1ccc(C(=O)c2ccccc2)cc1)c1nc2c(F)cccc2s1,x,0.7%,5.4%,2%,3.5,63,x,-48%,-13%,x
O=C(Nc1ccc([N+](=O)[O-])cc1)c1cc(-c2ccccn2)nc2c(Cl)cccc12,-0.2%,0.5%,-9.8%,22%,3.1,50,i,-27%[20 µM],2%,1
COC(=O)NCC(C)OC(=O)Nc1cccc(Cl)c1 (stereo not drawn),-1.2%,-0.2%,-8.8%,-6%,-1.0,57,i,-26%,-6%,1.1
C(=N\Nc1ccccn1)/c1ccc2c(c1)OCCO2,-0.4%,0.9%,-5.6%,-125%,1.8,49,i,27%,-30%,1
COc1ccc(OC)c(-n2c(-c3ccc(S(C)(=O)=O)cc3)cc(C=O)c2C)c1,-3.7%,-0.4%,-2.8%,-1%,-0.4,55,i,-14%,-1%,1.1
COCCn1c(SCC(=O)c2ccc3c(c2)OCCO3)nnc1-c1ccoc1C,-0.6%,-0.2%,-0.3%,4%,-1.8,88,i,-7%,-1%,1.1
CCCCN(CC)CCNC(=O)c1cc2cc3ccc(Cl)cc3nc2o1,x,0.0%,-2.1%,-4%,-0.8,71,x,-6%,-1%,x
O=C(CCCn1cc([N+](=O)[O-])cn1)NC1CCCCCC1,x,0.2%,5.8%,5%,-0.8,57,i,-33%,-37%,0.9
CCOC(=O)CSc1n[nH]c(=O)n1CCc1ccccc1,x,0.0%,-1.9%,10%,-0.3,89,x,-31%,-11%,x
CC1CN(C(=O)CSc2cn(CC(=O)N3CCOCC3)c3ccccc23)CC(C)O1 (stereo not drawn),x,-0.1%,-0.3%,3%,0.5,66,x,-10%,-9%,x
CCOc1ccc(N2CC(C(=O)NCc3ccc(F)cc3)CC2=O)cc1 (stereo not drawn),-2.3%,0.2%,0.1%,1%,0.1,34,i,9%,-11%,1.1
Cc1cc(C)nc(N(C#N)C(C)C(=O)N(C)C)n1 (stereo not drawn),-2.4%,-0.3%,0.7%,4%,1.0,38,i,2%,-16%,1.1
CN1CCN(C(=O)C2CCCCC2C(=O)O)CC1 (stereo not drawn),-0.6%,-0.1%,-3.5%,0%,-1.2,68,i,26%,6%,1
O=P1(O)C=C(c2ccccc2)OC(c2ccccc2)=C1,-1.6%,-0.1%,-1.6%,-25%,-1.5,55,x,-111%,1%,1
CCOC(=O)c1cnc(-n2nc(C)cc2C)nc1Oc1ccccc1F,x,0.3%,0.2%,25%,2.2,42,i,8%,4%,x
COCCN1C(=O)CS/C1=C(/C#N)C(=O)NCc1ccco1,-0.6%,0.2%,-3.0%,0%,0.3,64,i,-24%,-26%,1.2
CC(C)N(Cc1ccccc1)C(=S)Nc1ccc(OC(F)F)cc1,0.2%,0.1%,-0.5%,20%,0.6,65,i,15%,-15%,1.1
Cc1nc(Cl)c(C(=O)NCc2ccccc2)c(C)c1Cl,-1.3%,-0.5%,-1.9%,19%,-0.8,71,i,8%,-37%,1.1
CCn1c(=O)c2ccccc2n(Cc2cccc([N+](=O)[O-])c2)c1=O,x,-0.2%,4.6%,11%,0.8,90,x,7%,-10%,x
CCCC(C(=O)NCCc1ccc(S(N)(=O)=O)cc1)c1ccccc1 (stereo not drawn),x,0.4%,3.5%,0%,0.0,50,x,-10%,-31%,x
CCN(CC)C(=O)c1ccc(Oc2ccc([N+](=O)[O-])cc2Cl)cc1,0.1%,0.1%,-1.2%,18%,1.5,41,i,6%,-23%,1
CCn1c(=O)c(C(=O)NCCCc2ccccc2)c(O)c2ccccc21,x,-0.2%,1.3%,14%,0.5,80,x,-2%,34%,x
O=C(NCCN1CCN(C(=O)c2cccc([N+](=O)[O-])c2)CC1)C(=O)NCc1ccc(Cl)cc1,x,-0.2%,-1.0%,-6%,-0.7,49,x,-4%,-26%,x
O=C(Cc1ccc(Cl)cc1Cl)NCc1cccnc1,x,0.6%,1.2%,3%,2.5,46,x,-26%,-16%,x
COc1ccc(NS(=O)(=O)c2ccc(NC(=O)c3ccccc3)cc2)nn1,-11%,-0.4%,-2.5%,8%,0.5,43,i,-5%,-9%,1.1

# Some of the compounds tested, so the mix of outcomes need not match the whole.
